PMI inhibitors – inhibitors of human PMI, primary screen, biochemical, fluorescence intensity, coupled assay (AID 1209); one-dose inhibition, % at 20 µM; IC50 in µM for titrated hits; 190,000 tested, 0.42% active; purified PMI enzyme, coupled fluorescence intensity; higher % means a stronger effect;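 note: plate controls were DMSO vehicle for no effect and wells lacking substrate for full effect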
TNAP activators – human TNAP enzyme activators, primary screen, biochemical, luminescent, no phosphate acceptor, uHTS (AID 1001); activation fold at 20 µM, or EC50 in µM where a hit was titrated; Alkaline phosphatase, tissue-nonspecific isozyme (Homo sapiens); 200,000 tested, 0.03% active; purified TNAP, luminescent activation assay, no phosphate acceptor; higher activation fold means a stronger effect; in the data active = activation fold from about 3, or a potency from the dose series; inactive = the rest, 99 in 100 with activation fold below about 1.6; note: many of its hits are not listed in these tables
P. falciparum M1AAP – P. falciparum M1AAP inhibitors, biochemical, fluorogenic H-Leu-NHMec substrate, 1536-well (AID 1445) | Aminopeptidase N (Plasmodium falciparum (isolate 3D7)) | recombinant M1AAP, H-Leu-NHMec fluorogenic kinetic assay; higher % means a stronger effect | inhibition, % at 30 µM, or IC50 in µM where a hit was titrated | 220,000 tested, 0.42% active;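 active = primary inhibition above the hit cutoff, then over 50% inhibition at one or more dose response concentrations, cut at about 23% in these data, passing the limit was not always enough; inconclusive = conflicting primary data, or primary hits not chosen for dose response; inactive = low primary inhibition, or under 50% at every dose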;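 note: plate controls were DMSO full reaction for no effect and no enzyme background for full effect; strong numbers were not always called active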
Myeloid diff MLP – induction of myeloid progenitor differentiation, primary screen, cell-based, flow cytometry, MLPCN library. ER-HoxA9 myeloid progenitors, lysozyme-GFP differentiation. 360,000 tested, 1% active. AID 624256, 2012. calls only at 10 µM;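 active = normalized GFP-positive differentiation at or above the plate's own cutoff, the solvent-only control mean plus 3 SD; inconclusive = no clear call, values can overlap the other calls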;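 note: cells exposed to compound for four days before flow analysis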
PMI inhibition – human PMI inhibitors, high substrate, primary screen, biochemical, fluorescence intensity, high mannose 6-phosphate (AID 1220). Mannose-6-phosphate isomerase (Homo sapiens). recombinant PMI enzyme, coupled fluorescence intensity; higher % means a stronger effect. inhibition, % at 20 µM; hits with a dose series show IC50 in µM. 190,000 tested, 0.66% active
WT yeast gro inh – growth inhibition of WT strain, primary screen, mitochondrial fusion inhibitor project, WT and mutant strains, chemical genetic | AID 1362, 2008 | inhibition, % at 10 µM | mitochondrial fusion phenotypic screen | 190,000 tested, 2.1% active; in the data active = inhibition above about 58%; tested in S. cerevisiae
Hep lipid drop – inhibitors of hepatocyte lipid droplet formation, primary screen, imaging, high-throughput imaging, BODIPY stain; AML12 mouse hepatocytes, oleate lipid droplets; inhibition, % at 6.5 µM; AID 1656, 2009; 240,000 tested, 0.4% active;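 active = lipid droplet intensity inhibited by at least 50%, with more than 500 cells counted; inconclusive = wells with under 300 cells, treated as cytotoxic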
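Assay system: AML12 hepatocytes (mouse); Probe or stimulus: oleic acid at 100 µM to induce lipid droplet formation; Dosing: compound at 6.5 µM only; Schedule: compound with oleate, overnight; Detection: fluorescence imaging, 20x objective, two fields per well; Measure: % inhibition of lipid droplet signal.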
CSM14.1 death rescue – rescue of cells from ER stress-induced death, primary screen, 384-well, CSM14.1, thapsigargin, ATP luminescence (AID 1222); CSM14.1 thapsigargin-induced death rescue, ATP luminescence; higher % means a stronger effect; 190,000 tested, under 10 active; one-dose cellular ATP content (survival), % at 20 µM; EC50 in µM for titrated hits;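 active = EC50 below 50 µM in the dose-response confirmation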;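 note: death triggered by thapsigargin at about 15 µM added after 2 h compound pretreatment; cell ATP read after overnight thapsigargin exposure of roughly 18 to 22 hours; normalized against plate controls of thapsigargin alone and 5% DMSO vehicle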
UTI89 phage lysis – inhibition of K1F phage lysis, E. coli UTI89, bacterial capsule biogenesis inhibitors, alamar blue (AID 488966); inhibition, % at 100 µM; hits with a dose series show IC50 in µM; 340,000 tested, 0.02% active; E. coli UTI89 K1F phage lysis, alamar blue, 2 h; higher % means a stronger effect;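 active = phage lysis inhibition, versus mean bacterial control, above a set limit; inconclusive = no clear call, values can overlap the other calls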;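 note: capsule biogenesis inhibitors block K1F phage lysis so surviving cells raise fluorescence; higher fluorescence means more inhibition of phage lysis; actives were called in the ten point dose series up to 300 µM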
WT yeast gro inh mutant strain – recorded beside WT yeast gro inh, whose call it bears; inhibition, %; mitochondrial fusion phenotypic screen, mutant strain inhibition
Hep lipid drop cells 6.5 µM – further read-out of Hep lipid drop, marked with its call; cell count; measured here: cell count, cytotoxicity flag;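 cells counted across two imaged fields per well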
Myeloid diff MLP GFP+ MAC1+ % – second read-out of Myeloid diff MLP, no call of its own (marks repeat the call); GFP+ MAC1+ double positive, %; measured here: differentiation confirmed by MAC1 staining
Numbers without * were called inactive; i = inactive; ? = inconclusive; . = not tested or not shown; [ ] = dose if it differs, or a comment. Cut-off read from the data, not from the text of the source, unless noted: active = inhibition above about 50%; inactive = the rest.

SMILES | PMI inhibitors | TNAP activators | P. falciparum M1AAP | Myeloid diff MLP | Myeloid diff MLP GFP+ MAC1+ % | PMI inhibition | WT yeast gro inh | WT yeast gro inh mutant strain | Hep lipid drop | Hep lipid drop cells 6.5 µM | CSM14.1 death rescue | UTI89 phage lysis
Cc1ccc(S(=O)(=O)N(C)C)cc1NC(=S)NCCCn1ccnc1 | -2% | 1.1 | 4% | i | 1.1 | -3% | -14 | -2 | 2 | 688 | -0.3% | 0.7%
CCn1cc(C(=O)OCC(=O)OC2CC(C)CCC2C(C)C)c(=O)c2ccc(C)nc21 (stereo unspecified) | 20% | 1.1 | 0% | i | 1.6 | 18% | 70* | 27* | -1 | 672 | -1.9% | -1.3%
Cc1ccccc1C(=O)NC(CC(C)C)C(=O)Nc1ccc(F)c([N+](=O)[O-])c1 (stereo unspecified) | 16% | 1 | 22% | i | 0.5 | 12% | -5 | -36 | 9 | 704 | -2.8% | 0.8%[50 µM]
O=C(CCNS(=O)(=O)c1cccs1)NCc1ccco1 | 6% | 1.1 | 5% | i | 1.7 | 1% | -8 | 9 | . | . | -0.2% | 0.2%
CCc1nn2c(NCCOC)cc(C)nc2c1-c1ccc(F)cc1 | 10% | 1 | 6% | i | 0.1 | 16% | 20 | 7 | 3 | 664 | 1.5% | 0.8%
COc1ccccc1NC(=O)C(O)C(O)C(=O)Nc1ccccc1OC (stereo unspecified) | 12% | 1.1 | 3% | i | 0.8 | 10% | 4 | 7 | -3 | 689 | . | 1.4%
CCC(=O)c1c[nH]c(C(=O)NCc2ccco2)c1 | 11% | 1 | 8% | i | 0.9 | 15% | 0 | 5 | -10 | 656 | 0.0% | -0.2%
CCNc1nc(Cl)nc(-c2cn(-c3ccccc3)c3ccccc23)n1 | . | . | -8% | i | 0.3 | . | . | . | 0 | 852 | . | 0.1%
Cc1ccc(S(=O)(=O)N(C)C)cc1NC(=S)NNC(=O)C(N)=O | -6% | 2.6 | -10% | i | 0.2 | -8% | -15 | 1 | 13 | 694 | 0.9% | .
CCn1ccnc1CN1CCc2c([nH]c3ccccc23)C1CC(C)C (stereo unspecified) | 13% | 1 | 0% | i | 1.9 | 12% | 57 | 7 | -6 | 680 | 3.7% | -0.1%
O=C(Nc1ccc2nc(C3CC3)n(Cc3ccccc3)c(=O)c2c1)C1CC1 | . | . | -12% | i | 0.2 | . | . | . | 3 | 643 | . | 0.5%
COc1ccc(CCCC(=O)Nc2ccc(F)cc2)cc1 | 3% | 1 | 1% | i | 0.4 | 9% | -9 | 6 | -1 | 743 | -2.8% | 2.7%
C=C(C)c1cccc(C(C)(C)NC(=O)Nc2ccc(OC)cc2)c1 | -9% | 1.1 | 7% | i | 0.4 | -6% | 8 | 11 | 1 | 713 | -0.3% | 0.1%
NC(=O)CNC(=O)c1cccc(Cl)c1 | . | . | 4% | i | 0.5 | . | . | . | 2 | 761 | . | 0.2%
COCC(=O)NC1CCN(C(=O)NCc2ccccc2)CC1 | 4% | 1.2 | 18% | i | 0.6 | 1% | -1 | 1 | . | . | -0.6% | 0.1%
CC1CCN(CCNC(=S)Nc2ccc(Cl)cc2)CC1 | -1% | 1 | 8% | i | 0.0 | -11% | 5 | 21 | -6 | 698 | -1.4% | -1.9%
O=C(CN1CCCCC1)NNc1nc(-c2ccccc2)c2cc(Cl)ccc2n1 | 14% | 1.8 | 0% | i | 0.8 | 7% | 21 | -8 | 0 | 748 | 1.0% | -1.0%
CCN(CC)S(=O)(=O)c1ccc(NC(=O)Nc2cccc(C(F)(F)F)c2)cc1 | 20% | 1.1 | 4% | i | 0.7 | 22% | -19 | -16 | -14 | 766 | -0.2% | 0.3%
CC(C)=CC(=O)Nc1nnc(-c2ccccc2C)s1 | -1% | 1 | 1% | i | 0.1 | -5% | 3 | -1 | 1 | 754 | 0.3% | 0.9%
COc1ccccc1NC(=O)Nc1ccc(F)c(F)c1 | 7% | 1.1 | 0% | i | 0.3 | 8% | 10 | -6 | -4 | 656 | 0.0% | -0.3%
O=[N+]([O-])c1ccc(CCNc2cccc3ccccc23)c([N+](=O)[O-])c1 | 24% | 0.9 | -1% | ? | . | 42% | -6 | 0 | -31 | 563 | -2.1% | 1.8%[50 µM]
c1ccc(CSc2nnc3ccc(-c4ccncc4)nn23)cc1 | -5% | 1.1 | 5% | i | 0.5 | -3% | 7 | -15 | -3 | 695 | . | 0.5%
COc1cccc2c(SCC(=O)N/N=C/c3ccc(O)c(O)c3)cc(C)nc12 | 36% | 0.3 | 12% | i | 0.2 | -1% | 5 | -6 | 2 | 666 | 0.3% | .
Cc1cccc(OCCOC(=O)Nc2ccccc2)c1 | 0% | 1.1 | 12% | i | 0.4 | 10% | -5 | -17 | -16 | 607 | -2.2% | 3.2%

Record cards, as listed above. Order of values: PMI inhibitors	TNAP activators	P. falciparum M1AAP	Myeloid diff MLP	Myeloid diff MLP GFP+ MAC1+ %	PMI inhibition	WT yeast gro inh	WT yeast gro inh mutant strain	Hep lipid drop	Hep lipid drop cells 6.5 µM	CSM14.1 death rescue	UTI89 phage lysis
Record of NC(=O)CNC(=O)c1cccc(Cl)c1 = .	.	4%	i	0.5	.	.	.	2	761	.	0.2%
Record of COc1cccc2c(SCC(=O)N/N=C/c3ccc(O)c(O)c3)cc(C)nc12 = 36%	0.3	12%	i	0.2	-1%	5	-6	2	666	0.3%	.

The results go on.
SMILES | PMI inhibitors | TNAP activators | P. falciparum M1AAP | Myeloid diff MLP | Myeloid diff MLP GFP+ MAC1+ % | PMI inhibition | WT yeast gro inh | WT yeast gro inh mutant strain | Hep lipid drop | Hep lipid drop cells 6.5 µM | CSM14.1 death rescue | UTI89 phage lysis
O=C(NCc1ccccc1)c1ccc(CN(c2ccccn2)S(=O)(=O)c2ccccc2)cc1 | -10% | 1 | 6% | i | 0.8 | -9% | 12 | 11 | . | . | -0.9% | 0.0%
O=C(NC1CCSC1)c1cccc(Cl)c1 (stereo unspecified) | . | . | 7% | i | 0.9 | . | . | . | 10 | 744 | . | 1.9%
CCOC(=O)c1sc2nc(C)c3c(c2c1N)CC(C)(C)OC3 | 6% | 1.1 | 7% | i | 0.4 | 8% | -1 | 8 | 10 | 822 | 0.2% | 0.8%
CC(C)CNC(=O)c1cccc(NC(=O)COc2cccc([N+](=O)[O-])c2)c1 | -4% | 1.1 | 4% | i | 0.3 | -1% | 19 | 12 | -6 | 758 | -0.3% | 4.4%
CN(C)c1ncccc1-c1nc2ccccc2s1 | -3% | 1.1 | 11% | i | 0.1 | -1% | 3 | -12 | 8 | 699 | -2.7% | 1.6%
COC(=O)c1cc(OC)c(OC)cc1NC(=O)C1CCCO1 (stereo unspecified) | 5% | 1.1 | -4% | i | 1.1 | 1% | 11 | 2 | -12 | 737 | -1.7% | 3.8%
O=C(Nc1cccc(F)c1)C1CCN(C(=O)c2ccc(Br)cc2)CC1 | 11% | 1.1 | 4% | i | 0.7 | 12% | 7 | 9 | -3 | 758 | -4.0% | -0.4%
COc1ccc2nc(NCCCO)[nH]c2c1 | 10% | 1 | 3% | i | 0.7 | 18% | -5 | -5 | 3 | 756 | -0.4% | 1.4%
COc1ccc2c(c1OC)CN(C)CCc1cc3c(cc1C(O)C2)OCO3 (stereo unspecified) | -6% | 1.1 | 6% | i | 0.9 | -6% | -31 | -14 | . | . | 1.4% | -0.3%
Cc1ccccc1CSc1nnc([C@@H]2CCCN2)o1 | . | . | -3% | i | 0.6 | . | . | . | 2 | 753 | . | -0.7%
O=C(NCC(O)c1ccc([N+](=O)[O-])cc1)C1CCCCC1 (stereo unspecified) | 9% | 1.1 | 0% | i | 0.8 | 12% | -5 | 9 | 2 | 695 | 3.9% | 3.1%
CCOc1ccc(N(CC(=O)Nc2ccc(OC)cc2)S(=O)(=O)c2c(C)[nH]c(=O)[nH]c2=O)cc1 | -4% | 1.1 | 2% | i | 0.4 | 3% | -3 | -29 | 0 | 707 | -0.1% | -0.2%
COc1ccccc1C1C2=C(COC2=O)Nc2cc3c(cc21)OCO3 (stereo unspecified) | -8% | 1 | 0% | ? | . | -2% | 1 | -8 | . | . | -4.0% | -0.1%
O=C(CNC(=O)c1ccccc1)OC1CCCCC1 | -4% | 1.1 | 2% | i | 0.5 | 2% | 0 | -6 | 10 | 723 | 1.6% | 0.1%
Cc1ccc(S(=O)(=O)N(C)c2nonc2C)cc1 | 7% | 1 | 5% | i | 2.8 | 9% | . | . | . | . | -0.7% | 0.3%
Cc1nc(NC(=O)CCl)sc1C(=O)N(C)C | -4% | 1.1 | -1% | i | 0.2 | 0% | -5 | 9 | -9 | 659 | 2.7% | 0.1%
Cc1ccc(S(=O)(=O)N2C(=O)CCC2C(=O)N2CCN(C)CC2)cc1 (stereo unspecified) | 10% | 1.1 | -3% | i | 1.8 | 2% | 2 | -5 | 10 | 762 | 5.3% | 0.7%
O=C(CS(=O)c1ccc(F)cc1)Nc1ccccc1Cl (stereo unspecified) | 1% | 1.1 | 1% | i | 0.2 | 4% | 4 | 14 | -10 | 584 | -2.2% | 0.0%
COc1cc(C(O)P(=O)(OCC(C)C)c2ccc(N(C)C)cc2)cc(OC)c1OC (stereo unspecified) | . | . | 2% | i | 0.4 | . | . | . | -3 | 681 | . | 2.2%
CC(C)COc1ccc(C(=O)N/C(=C/c2cccc([N+](=O)[O-])c2)C(=O)O)cc1 | . | . | 0% | i | 0.8 | . | . | . | 23 | 652 | . | 0.0%
Cc1cc(C)nc(N/N=C/c2c[nH]c3ccccc23)n1 | -3% | 1.1 | 10% | . | . | 5% | -8 | -3 | 0 | 720 | -1.0% | 2.0%
CC(=O)N1CCC(N(CCN2CCOCC2)C(=S)Nc2c(C)cccc2C)CC1 | 10% | 1.1 | -2% | i | 0.2 | 1% | 5 | 8 | 2 | 653 | 1.1% | 6.4%
COc1cc(S(=O)(=O)N2CCOCC2)ccc1NC(=O)COC(=O)CC12CC3CC(CC(C3)C1)C2 | 8% | 1 | 2% | i | 0.8 | 7% | 3 | 10 | -2 | 725 | -4.9% | -0.4%
COC(=O)CS(=O)(=O)c1ccc(C)cc1 | -5% | 1 | 2% | i | 0.5 | -6% | 3 | -19 | -6 | 576 | -2.2% | 0.1%
O=C(COc1cccc2c1CCN(Cc1ccccc1F)C2=O)N1CCCCC1 | -4% | 1.1 | 4% | i | 1.0 | -12% | 20 | 17 | 0 | 696 | . | 0.4%

High-throughput results from PubChem.
